# A549 viability = counter-screen for Nrf2 inhibitors: cytotoxicity in A549 cells. A549 ARE-Fluc cells, CellTiter-Fluor viability, 18-24 h. Potency, µM (titrated, usually from 46 µM), for inactives: at the highest dose activity change, negative = cytotoxicity, actives largely listed as inhibitors. 0.16% of 390,000 active. AID 504648; also: potency is read from the fitted curve at half-maximal effect; % is scaled to controls: 0 for no effect and ±100 for the full control effect
#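 Cytotoxicity counterscreen: CellTiter-Fluor fluorescence was measured in A549 ARE_Fluc cells after 18-24 h of compound exposure in a concentration series. The subsequent BugLite luminescent read reports ARE-luciferase activity.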
# HepG2 viability = HepG2 cytotoxicity, counter-screen for TGF-b inhibitors; HepG2 CAGA-GFP viability, ATP luminescence, 18 h; Potency, µM (titrated, usually from 46.1 µM), without a hit: at the highest dose activity change, negative = cytotoxicity, actives largely listed as cytotoxic; 0.76% of 410,000 active; AID 588856; also: potency is read from the fitted curve at half-maximal effect; some results filed as inactive show a strong effect at the top dose
#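 CellTiter-Glo luminescence gave cytotoxicity after 18 hours at 37 degrees C. The cells were HepG2 CAGA-GFP in 1% FBS DMEM, stimulated with 500 pg/mL TGF-beta after compound addition. %Activity was normalised to no-cell wells (complete cell-killing) and DMSO (no toxicity), and curves were fitted and classified.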
# TGFb SMAD3 inh = TGF-b pathway inhibition; HepG2 CAGA-GFP TGF-b/SMAD3 reporter, GFP fluorescence, 18 h; TGF-beta stimulated, 500 pg/mL final; Potency, µM (series often up to 46.1 µM), inactives show top-dose activity, negative = inhibition, most hits filed as inhibitors; 1.2% of 410,000 active; AID 588855; also: potency is read from the fitted curve at half-maximal effect; % is scaled to controls: 0 for no effect and ±100 for the full control effect; nearly all actives have a fitted effect of over 65% in size
#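 Cell-based qHTS in HEPG2 carrying a CAGA-GFP Smad reporter; compounds added before 500 pg/mL final TGF-beta, 18 h incubation at 37 degrees C, GFP fluorescence quantified per cell by imaging cytometry.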
# IL-2 act = IL-2 activation; 0.065% of 360,000 active; IL-2 activation reporter assay, cell-based qHTS; stimulated with anti-CD3/CD4/CD28 beads; in transgenic mouse T cells; AID 652025; activation, % (series mostly up to about 46 µM); in the data active = activation above about 50%; inconclusive = mostly about 30% to 49%; also: 0% is about no effect
#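 First, unstimulated transgenic mouse T cells were exposed to compound for 60 min. Next, anti-CD3/anti-CD4-coated beads with anti-CD28 were added. Finally, after 18 h at 37 degrees C, EGFP and DsRed were imaged.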
# EPAC2 ag = agonists of human EPAC2 (RAPGEF4); EPAC2 activation, biochemical qHTS; response scale: 100% = 6.5 mM cAMP response; Potency, µM (top dose mostly 154 µM), for inactives: at the top dose activation, usual class: activators; 0.079% of 360,000 active; also: potency is read from the fitted curve at half-maximal effect; nearly all actives have a fitted effect of over 50% in size
# Target sequence (Q8WZA2 whole entry, looked up): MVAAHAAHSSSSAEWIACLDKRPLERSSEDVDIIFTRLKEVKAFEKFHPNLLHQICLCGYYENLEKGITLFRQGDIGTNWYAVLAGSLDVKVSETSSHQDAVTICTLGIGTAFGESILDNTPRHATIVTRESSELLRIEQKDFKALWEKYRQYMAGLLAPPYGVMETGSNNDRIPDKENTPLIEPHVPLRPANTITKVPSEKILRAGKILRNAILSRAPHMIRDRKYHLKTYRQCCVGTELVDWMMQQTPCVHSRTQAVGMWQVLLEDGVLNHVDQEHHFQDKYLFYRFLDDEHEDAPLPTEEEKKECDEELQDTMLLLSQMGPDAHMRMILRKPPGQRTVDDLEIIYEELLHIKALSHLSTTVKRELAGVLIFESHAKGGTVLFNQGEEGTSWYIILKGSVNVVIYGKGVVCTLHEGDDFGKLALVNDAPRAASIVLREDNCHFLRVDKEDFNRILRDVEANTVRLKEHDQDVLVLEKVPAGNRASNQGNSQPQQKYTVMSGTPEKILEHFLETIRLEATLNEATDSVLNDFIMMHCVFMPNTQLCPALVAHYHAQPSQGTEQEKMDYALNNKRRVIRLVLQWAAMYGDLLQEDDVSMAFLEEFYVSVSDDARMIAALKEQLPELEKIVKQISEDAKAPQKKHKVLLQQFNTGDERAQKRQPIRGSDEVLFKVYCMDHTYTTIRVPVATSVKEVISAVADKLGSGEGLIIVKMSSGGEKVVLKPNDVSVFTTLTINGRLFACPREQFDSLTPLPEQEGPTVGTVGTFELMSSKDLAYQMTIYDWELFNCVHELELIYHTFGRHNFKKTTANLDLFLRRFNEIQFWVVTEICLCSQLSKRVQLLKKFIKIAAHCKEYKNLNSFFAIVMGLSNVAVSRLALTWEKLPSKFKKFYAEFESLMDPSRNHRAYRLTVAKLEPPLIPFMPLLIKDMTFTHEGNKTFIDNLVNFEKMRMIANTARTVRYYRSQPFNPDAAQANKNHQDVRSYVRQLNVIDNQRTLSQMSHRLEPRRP
#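 Guanine nucleotide exchange by EPAC2 is measured as reduced fluorescence of BODIPY-GDP once it is released from 250 nM Rap1B. Plates are read kinetically for 30 min at room temperature; results are scaled to 6.5 mM cAMP.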
# Nrf2 inh = Nrf2 pathway inhibition; A549 ARE-Fluc reporter, luciferase luminescence, 18-24 h; Potency, µM (titrated, usually from 46 µM), for the others: top-dose activity change, negative = inhibition, usual class: inhibitors; 2.1% of 360,000 active; also: potency is read from the fitted curve at half-maximal effect; % is scaled to controls: 0 for no effect and ±100 for the full control effect; nearly all actives have a fitted effect of over 60% in size
#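 Concentration-response testing used A549 ARE_Fluc cells at 5000 cells/well. Following an 18-24 h compound incubation, viability was read by fluorescence (Ex 405/Em 525) and luciferase output by luminescence.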
# ATXN2 expr inh = ATXN2 expression inhibition; HEK-293 ATXN2-luciferase reporter, luminescence, 24 h; Potency, µM (top dose mostly 57 µM), for inactives: at the top dose activity change, negative = inhibition, usual class: inhibitors; 0.72% of 360,000 active; AID 1745845; also: potency is read from the fitted curve at half-maximal effect; % is scaled to controls: 0 for no effect and ±100 for the full control effect; nearly all actives have a fitted effect of over 55% in size
#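 qHTS (up to 57 uM final) was run with 24 h compound exposure of reporter cells at 37 °C. Each well was multiplexed: SteadyGlo luminescence measured ATXN2-luciferase expression after a fluorogenic Gly-Phe-AFC viability readout (25 uM final).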
# Nrf2 activator = Nrf2 pathway activation; AREc32 ARE-luciferase reporter (MCF7-derived line), luminescence, 24 h; Potency, µM (doses to about 46.1 µM), without a hit: at the top dose activation, actives largely listed as activators; 0.31% of 410,000 active; also: potency is read from the fitted curve at half-maximal effect; % of control where 0% means no effect; nearly all actives have a fitted effect of over 65% in size
#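 Each well held 1000 AREc32 cells, which were incubated with compound for 24 hr at 37 deg C after overnight attachment, and ARE reporter activity was quantified by firefly luciferase luminescence.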
# S2 tox = reduces viability in counter-screen for ATXN expression inhibitors; AID 651635; S2 cells (HEK-293 line with an ATXN2-luciferase reporter) viability, CellTiter-Fluor protease fluorescence, 24 h; 0.49% of 400,000 active; Potency, µM (doses to about 56.7 µM), actives largely listed as cytotoxic; also: potency is read from the fitted curve at half-maximal effect; nearly all actives have a fitted effect of over 40% in size
# Starred values were filed as active, the others as inactive; i = inactive; ? = inconclusive; / = no result given; & = joins results of further samples; [ ] = remark or other dose. Unless noted, calls follow the shape of the dose curve; as a rule, active = well fitted curve in the direction sought with a large enough effect; inconclusive = small, poorly fitted or top-dose-only effect, or another doubt; inactive = no such curve, though single readings can be large; an effect the other way counts as inactive or inconclusive.
SMILES,A549 viability,HepG2 viability,TGFb SMAD3 inh,IL-2 act,EPAC2 ag,Nrf2 inh,ATXN2 expr inh,Nrf2 activator,S2 tox
Nc1nc(NCCOCCO)nc(N2CCCCCC2)c1[N+](=O)[O-],-7%,-6%,0%,-0.1,20%,?,1%,0.2%,i
O=C(OCC(=O)N1CCCc2ccccc21)c1ccc(S(=O)(=O)C(F)F)cc1,-8%,-5%,0%,-3.2,7%,6%,0%,-0.3%,i
O=C(CN1C(=O)C2(OCCCO2)c2ccccc21)NCCc1ccccc1,17%,4%,-29%,-2.5,3%,6%,8%,-0.4%,i
COc1ccc(C2C(C#N)=C(N)Oc3cc(N)ccc32)cc1OC (stereo not given),-1%,1%,0%,-0.4,1%,3%,-8%,2.8%,?
CCOC(=O)c1c(C)[nH]c(C)c1C(=O)COC(=O)/C=C/c1ccccc1[N+](=O)[O-],-10%,-14%,1%,-0.3,14%,?,-13%,?,i
CN(C)c1cc(-c2ccc([N+](=O)[O-])cc2)oc(=O)c1Cl,2%,-24%,18%,4.4,8%,-14%,-6%,0.3%,i
O=C(COC(=O)C1CCCC1)NCc1ccc(Cl)cc1,0%,-7%,1%,-3.4,8%,-10%,0%,0.3%,i
COc1ccc(S(=O)(=O)N2Cc3ccccc3CC2C(=O)Nc2ccc(C)cc2C)cc1OC (stereo not given),-9%,-23%,-29%,/,/,-20%,-20%,5.9%,?
CC(C)(C)OC(=O)N1CCC(c2c(C(=O)N3CCN(C(=O)c4ccco4)CC3)cnn2-c2ccc(F)cc2)CC1,0%,-1%,3%,-0.8,4%,1%,13%,-0.1%,i
CCOC(=O)C1C(=O)CC(C)(O)C(C(=O)OCC)C1c1ccc([N+](=O)[O-])cc1 (stereo not given),2%,-18%,-9%,0.2,2%,-29%,/,0.2%,i
CC1(C(=O)Nc2nnc(SCc3ccccc3)s2)Cc2ccccc2C(=O)O1 (stereo not given),-4%,-3%,3%,-2.5,-3%,-7%,-5%,0.1%,i
C=CCNC(=O)[C@@H]1CSC2c3ccc(OC)c(OC)c3C(=O)N21 (stereo not given in full),0%,-9%,2%,-1.0,2%,-7%,/,0.0%,?
COc1cccc(C(=O)NCC(=O)OCC(=O)Nc2cc(OC)c([N+](=O)[O-])cc2C)c1,4%,-15%,-21%,2.6,2%,16%,-4%,-0.6%,i
Cc1nc(C)n(C(C)CNS(=O)(=O)c2ccc(Cl)cc2)n1 (stereo not given),12%,-9%,2%,-0.5,5%,1%,-8%,4.7%,i
CCCCNC(=O)C(C)N(CCN(C)C)C(=O)CCCN1C(=O)NC(c2ccc(Cl)cc2)C(C(=O)OCc2ccccc2)=C1C (stereo not given),-10%,-106%,?,-1.0,-4%,6%,?,-2.7%,/
CCCCCC(=O)N1C[C@H](n2cc(COC(=O)c3ccccc3)nn2)[C@@H](O)C[C@@H]1c1ccc(C)cc1,/,-33%,?,1.7,11%,/,1%,1.9%,?
CCOC(=O)c1ccc2c(c1)C(=O)N(C1CCCCC1)C2=O,-4%,-3%,-6%,0.0,6%,-14%,20%,0.1%,i
Cc1ccc(NC(=O)CSc2nc3c(c(=O)[nH]2)CCC3)cc1Cl,-4%,-15%,-23%,/,/,?,-8%,3.2%,i
CC1CCCCC1NC(=S)Nc1cccc(S(=O)(=O)N(C)C)c1 (stereo not given),0%,3%,-4%,-2.4,14%,-18%,/,1.7%,i
O=C(NCc1ccccc1)C1c2ccccc2OCC(=O)N1CC(F)(F)F (stereo not given),/,/,/,-0.9,3%,/,14%,0.0%,i
COC1OC(c2ccccc2)=C(c2ccc(C(N)=O)cc2)c2ccc(F)cc21 (stereo not given),/,/,/,-0.3,22%,/,-12%,0.7%,?
O=C(Nc1cccc2ccccc12)C1CCCC1,-11%,8%,-9%,0.8,0%,-14%,9%,-0.4%,i
O=C(Nc1ccc(Cl)cc1)C1CCN(C(=O)NC2CCCCC2)CC1,-4%,-21%,2%,1.7,-2%,-23%,0%,-0.2%,i
O=C1CCN(CCc2ccccc2)CCN1[C@H](COc1ccccc1)Cc1ccccc1,-12%,-11%&-3%,?,0.4,12%,9%,-18%,-2.2%,?
O=C(N/N=C/c1coc2ccccc2c1=O)c1cn(-c2ccccc2)nc1-c1ccc(F)cc1,20%,2%,-18%,8.5,11%,-4%,-11%,0.7%,i
COc1ccc(C(=O)NCCc2c[nH]c3ccccc23)cc1,-2%,-2%,2%,-2.8,5%,?,46%[activator],1.7%[9.22 µM],i
O=C1CN2Cc3c(ccc(Cl)c3Cl)N=C2N1,0%,-6%,20%,-0.2,4%,-5%,?,-0.6%,i
COc1ccc2c(c1)[n+](=O)c(C(C)=O)c(C)n2[O-],2%,1%,33%,1.0,-3%,13%,-18%,-0.4%,i
O=CNc1cc(-c2ccsc2)cn2c(-c3ccccc3)cnc12,/,-6%,?,-0.6,6%,/,-30%,13%,i
Cn1cc(C(=O)N/N=C/c2cccs2)c2ccccc21,2%,-4%,-7%,-3.4,6%,?,50%[activator],?,i
COc1ccc(C(=O)CC(=O)C(=O)Nc2ccccc2C(F)(F)F)cc1,-1%,-17%,-11%,-0.1,-8%,3%,/,0.1%,i
CC1CCN(CCOc2ccc(OCc3ccccc3)cc2)CC1,-7%,0%,?,-0.6,11%,4%,14%,-0.3%,i
O=C1NN=COc2ccccc21,-2%,-5%,-12%,-1.0,-5%,13%,4%,18%,i
O=C(CSc1nc2scc(-c3ccccc3)c2c(=O)[nH]1)Nc1ccccc1,1%,-2%,7%,-1.6,0%,?,-10%,7.2%,i
O=C(Nc1nn[nH]n1)c1cccc([N+](=O)[O-])c1,-7%,-3%,6%,0.8,3%,0%,6%,-0.5%,i
O=C(c1ccco1)N1CCN(S(=O)(=O)c2ccc(S(=O)(=O)NC3CCCCC3)cc2)CC1,-2%,-23%,?,0.6,1%,-13%,3%,-0.5%,?
O=C(COC(=O)c1cncc(Br)c1)NCc1ccccc1Cl,0%,9%,5%,-2.4,9%,-4%,6%,-0.4%,i
COc1cc(C(c2c(C)[nH][nH]c2=O)c2c(C)[nH][nH]c2=O)cc(OC)c1OC,1%,2%,2%,1.3,3%,2%,19%,3.3%,i
O=C(CCn1cccc(C(F)(F)F)c1=O)Nc1cccc(C(F)(F)F)c1,-9%,1%,0%,0.4,5%,-17%,-2%,2.1%,i
Cc1ccccc1C(=O)N/N=C1\SCC(=O)N1Cc1ccco1,-7%,12%,-1%,0.2,12%,1%,13%,0.6%,i
O=C(OCN1C(=O)c2ccccc2C1=O)c1cc(S(=O)(=O)N2CCOCC2)ccc1F,-7%,-7%,-13%,-4.5,3%,-6%,4%,-0.2%,i
COc1ccc(CC(NC(C)=O)C(=O)NC2CCN(C(=O)c3cc(OC)c(OC)c(OC)c3)CC2)cc1 (stereo not given),2%,-4%,-7%,6.1,16%,0%,-6%,0.3%,i
Cc1cccnc1NC(=O)CCNC(=O)c1ccc(Cl)cc1,1%,18%,1%,-1.5,18%,3%,22%,0.0%,i
Nc1c(NC2CCCCC2)c2ccccc2oc1=O,1%,-23%,-18%,-1.2,4%,6%,-5%,2.5%,i
O=C(c1cn(-c2ccccc2)nc1-c1cccnc1)N1CCN(S(=O)(=O)c2ccccc2F)CC1,-6%,-22%,-2%,2.4,10%,-24%,/,-0.4%,/
Cc1cccc(OCC(=O)Nc2c(C)ccc3nsnc23)c1C,0%,-45%,?,/,/,-18%,-17%,3.2%,i
CC1(C(=O)NS(=O)(=O)Cc2ccccc2C(F)(F)F)CCN1C(=O)c1cccc(F)c1 (stereo not given),/,-2%,0%,-0.4,7%,/,5%,-0.7%[9.22 µM],i
CCOc1cc(C=O)ccc1OCc1cc(=O)n2cc(C)ccc2n1,0%,-6%,-16%,-2.7,8%,4%,-15%,0.1%,i

# Among those listed so far, these have a CF3 group:
SMILES,A549 viability,HepG2 viability,TGFb SMAD3 inh,IL-2 act,EPAC2 ag,Nrf2 inh,ATXN2 expr inh,Nrf2 activator,S2 tox
O=C(NCc1ccccc1)C1c2ccccc2OCC(=O)N1CC(F)(F)F (stereo not given),/,/,/,-0.9,3%,/,14%,0.0%,i
COc1ccc(C(=O)CC(=O)C(=O)Nc2ccccc2C(F)(F)F)cc1,-1%,-17%,-11%,-0.1,-8%,3%,/,0.1%,i
O=C(CCn1cccc(C(F)(F)F)c1=O)Nc1cccc(C(F)(F)F)c1,-9%,1%,0%,0.4,5%,-17%,-2%,2.1%,i
CC1(C(=O)NS(=O)(=O)Cc2ccccc2C(F)(F)F)CCN1C(=O)c1cccc(F)c1 (stereo not given),/,-2%,0%,-0.4,7%,/,5%,-0.7%[9.22 µM],i

# Carrying on.
SMILES,A549 viability,HepG2 viability,TGFb SMAD3 inh,IL-2 act,EPAC2 ag,Nrf2 inh,ATXN2 expr inh,Nrf2 activator,S2 tox
CCc1ccc(NC(=O)C2CCN(S(=O)(=O)c3ccc4[nH]c(=O)ccc4c3)CC2)cc1,0%,6%,10%,-3.9,-2%,-12%,-15%,4.8%,i
Cn1cc(CN2CCC(C(=O)N3CCCCC3)CC2)c(-c2ccccc2F)n1,-2%,1%,12%,-0.3,3%,3%,-15%,-0.3%,i
CC1(C)C2CC=C(/C=N/NC(=O)c3ccccc3O)C1C2 (stereo not given),0%,-4%,-18%,-2.9,-5%,-3%,-2%,0.2%,i
C[C@@H]1CN([C@H](C)CO)C(=O)c2cc(Br)cnc2O[C@@H]1CN(C)C(=O)Nc1cccc(F)c1,/,1%,3%,0.5,-1%,/,8%,0.1%,i
C=CCn1cccc(C(=O)Nc2ccc(C)c(C)c2)c1=O,11%,-11%,-6%,0.6,11%,?,55%[activator],5.3%,i
CC(C)(C)Cc1nnc(NC(=O)Cc2cccs2)s1,0%,-44%,0%,-0.2,0%,3%,6%,0.2%,i

# Source: PubChem (National Center for Advancing Translational Sciences (NCATS))
